CAL PDZ FP-1: CAL PDZ (human) peptide binding inhibition; Q9HD26; 300,000 compounds, 0.92% hits; purified CAL PDZ, TMR-peptide fluorescence polarization, 1 h; inhibition, % at 24.9 µM; AID 602252;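 active = mean inhibition of at least 30% with at least half of replicates also reaching 30%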;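 note: 0% = DMSO neutral control and 100% = excess unlabeled competitor peptide PRC23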
CAL PDZ FP-2: inhibitors of human CAL PDZ peptide binding | purified CAL PDZ, TMR-peptide fluorescence polarization, 1 h | Q9HD26 | 330,000 compounds, 0.02% hits | inhibition, % at 20 µM | AID 504414;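 active = highest replicate inhibition of at least 40%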;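 note: plate controls were DMSO neutral control wells for no effect and unlabeled competitor peptide control wells for full effect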
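System: tagged CAL PDZ domain. Schedule: 1 h room-temperature incubation prior to read. Signal: fluorescence polarization (mP). Measure: percent inhibition from loss of millipolarization.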
Keap1 Nrf2 FP: Keap1-Nrf2 (human) interaction inhibition; Q14145; Keap1 Kelch-Nrf2 peptide fluorescence polarization, 1536-well; inhibition, % at 9.4 µM; 340,000 compounds, 0.15% hits; AID 504523; in the data active = inhibition above about 12%;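 note: human Keap1 Kelch domain with fluorescein labeled Nrf2 9mer peptide probe; 0% = neutral control wells and 100% = peptide positive control; higher means more block of Keap1 binding to Nrf2 peptide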
RTF Ca sens act: cardiac RTF calcium sensitization; P19429+P45379; activation, % at 7.2 µM; IANBD-labeled TnC RTF fluorescence at EC20 calcium; 0% EC20 calcium, 100% full calcium; 340,000 compounds, 0.24% hits; AID 493008;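 active = activation above the mean over all tested compounds plus 3 SD, cut at about 30% in these data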;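 note: rise in fluorescence read as greater calcium sensitivity of cardiac thin filaments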
SR-BI DiI-HDL act: enhances SR-BI lipid uptake from DiI-HDL; activation, % at 12.5 µM; CHO ldlA[mSR-BI] cells, DiI-HDL uptake fluorescence, 3 h; 100 = double the neutral-control signal; 320,000 compounds, 0.096% hits;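 active = mean replicate activation of at least 60% and every replicate at or above 60%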;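 note: 0% = median plate neutral-control signal and 100% = twice that signal; values of inactives mirror those of a sister screen read the other way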
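Assay system: LDL receptor-deficient CHO ldlA cells overexpressing murine SR-BI / Medium: BSA-supplemented, HEPES-buffered Ham's F12, pH 7.4 / Probe or stimulus: DiI-labelled HDL at 10 µg/mL final / Timing: compound with DiI-HDL co-incubation, 3 h at 37 °C / Technique: bottom-read cell fluorescence after medium removal, ex 550/em 595 nm / Measure: HDL uptake via cellular fluorescence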
LANA DNA inh: inhibitors of KSHV LANA C-terminal domain DNA binding; 340,000 compounds, 0.078% hits; inhibition, % at 9 µM; MBP-C-LANA/FAM-LBS DNA binding, fluorescence polarization;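 active = highest replicate inhibition at or above 60% at 9 µM, even if other replicates fall short; inactive = all replicates below 60% inhibition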;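 note: 0% = neutral control wells and 100% = 4 µM acridine orange control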
Rtt109 HAT inh: blocks Candida albicans Rtt109/Vps75 acetyltransferase activity. Q5AAJ8. purified Rtt109/Vps75, ThioGlo CoA-SH fluorescence, 4 h. 330,000 compounds, 0.16% hits. AID 540336. inhibition, % at 34.9 µM;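 active = inhibition of at least 50% in every replicate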
Cardiac RTF inh: cardiac RTF calcium desensitization; inhibition, % at 7.15 µM; P19429+P45379; AID 493244; 340,000 compounds, 0.12% hits; IANBD-labeled cardiac RTF, Ca2+ fluorescence;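 active = inhibition above the mean inhibition of all tested compounds plus 3 SD, cut at about 17% in these data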;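 note: assay run at fixed EC70 calcium of 1.6 mM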
PKA-R2B act: activates the human PKA-R2B holoenzyme complex | PKA-R2B holoenzyme dissociation, Cy5-IP20 fluorescence polarization; R2B truncated from residue 108, S112A mutant; 0% DMSO only, 100% 113 µM cGMP | 340,000 compounds, 0.079% hits | activation, % at 11.4 µM | P22694+P31323;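 active = activation above a cutoff set at the mean over all compounds plus 3 SD, cut at about 18% in these data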;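 note: higher means more holoenzyme dissociation and a rise in polarization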
Target sequence (P31323 whole entry, looked up, other chains not shown, the tested form may be a part): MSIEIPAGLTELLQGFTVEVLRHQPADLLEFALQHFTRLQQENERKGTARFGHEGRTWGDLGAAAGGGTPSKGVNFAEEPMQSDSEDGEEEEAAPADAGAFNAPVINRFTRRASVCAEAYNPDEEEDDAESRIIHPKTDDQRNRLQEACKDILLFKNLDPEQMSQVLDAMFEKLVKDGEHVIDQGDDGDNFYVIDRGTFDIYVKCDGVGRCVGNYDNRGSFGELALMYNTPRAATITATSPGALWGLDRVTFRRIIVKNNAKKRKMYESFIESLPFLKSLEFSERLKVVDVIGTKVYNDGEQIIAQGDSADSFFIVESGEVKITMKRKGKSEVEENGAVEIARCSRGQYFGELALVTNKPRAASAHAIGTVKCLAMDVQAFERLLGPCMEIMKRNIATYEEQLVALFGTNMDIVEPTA
DAGLB inh: diacylglycerol lipase beta (human) inhibition. Q8NCG7. HEK293T DAGLB membrane lysate, EnzChek fluorogenic substrate. inhibition, % at 5.17 µM. 340,000 compounds, 0.059% hits; in the data active = inhibition above about 34%;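 note: 0% = enzyme with vehicle and 100% = wells lacking enzyme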
Target sequence (Q8NCG7 whole entry, looked up): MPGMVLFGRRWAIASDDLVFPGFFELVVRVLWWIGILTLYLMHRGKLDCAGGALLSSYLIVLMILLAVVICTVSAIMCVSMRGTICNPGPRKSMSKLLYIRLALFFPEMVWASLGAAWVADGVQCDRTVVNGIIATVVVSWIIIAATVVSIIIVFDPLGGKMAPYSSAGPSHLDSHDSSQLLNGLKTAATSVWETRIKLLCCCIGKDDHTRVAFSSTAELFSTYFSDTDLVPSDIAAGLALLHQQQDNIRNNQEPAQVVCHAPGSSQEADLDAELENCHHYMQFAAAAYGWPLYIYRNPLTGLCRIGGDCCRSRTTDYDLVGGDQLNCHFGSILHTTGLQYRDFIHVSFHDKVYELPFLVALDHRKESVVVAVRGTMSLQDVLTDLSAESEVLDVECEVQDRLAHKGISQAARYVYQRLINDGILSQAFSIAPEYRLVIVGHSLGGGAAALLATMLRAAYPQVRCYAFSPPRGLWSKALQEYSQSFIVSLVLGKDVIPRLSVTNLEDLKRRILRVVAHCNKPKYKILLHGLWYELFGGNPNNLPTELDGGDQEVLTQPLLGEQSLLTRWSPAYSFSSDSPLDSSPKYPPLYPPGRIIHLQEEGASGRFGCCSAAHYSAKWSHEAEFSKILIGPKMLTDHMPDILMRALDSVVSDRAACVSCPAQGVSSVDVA
The depositor's hits bear a star; · = not tested or not shown. Random draw from the library; about 1.6% have a hit in one of these screens.

Compound,CAL PDZ FP-1,CAL PDZ FP-2,Keap1 Nrf2 FP,RTF Ca sens act,SR-BI DiI-HDL act,LANA DNA inh,Rtt109 HAT inh,Cardiac RTF inh,PKA-R2B act,DAGLB inh
Cc1ccc(-n2c(-c3cnccn3)n[nH]c2=S)cc1,1,0.2,-2,5,4,3.6,-3,1,1,0
CC(=O)N/N=C(/c1ccccc1)C(O)c1ccccc1 (centres undefined),0,0.7,5,2,-12,-0.9,-5,-3,-18,1
COc1ccccc1OCCn1nnc2ccccc21,-3,-0.6,1,0,7,-2.6,-2,-3,10,-2
Cc1onc(-c2ccccc2)c1C(=O)N1CCCN2C(=O)c3ccccc3C21 (centres undefined),-5,-0.2,-2,0,15,-0.3,-14,-3,-9,1
CC1(C)C2CCC1(C)C(OCC[N+](C)(C)CC(=O)OC1CCCCC1)C2 (centres undefined),-5,-2.5,2,4,8,-0.1,58*,-20,3,1
c1ccc(-c2csc(-n3cnnn3)n2)cc1,·,0.1,-1,-2,6,0.2,-2,-7,-3,0
C=CCn1c(SC2CCOC2=O)nc2sc(CC)cc2c1=O (centres undefined),2,-1.1,1,-4,-2,-0.8,-5,-10,6,-6
CC(C)(C)OC(=O)Nc1ccc([C@H](NC(=O)OC(C)(C)C)C(=O)OC(C)(C)C)cc1,-1,0.7,-1,-3,-4,0.1,-4,0,-5,-1
COc1cc(NS(=O)(=O)c2ccc(NC(=O)C3CCCO3)cc2)nc(OC)n1 (centres undefined),-4,·,-4,12,0,-0.8,2,2,-11,-3
FC(F)(F)c1nnc2c3ccccc3c(Cl)nn12,6,2.9,-2,-5,28,-0.7,9,-2,-8,-2
COc1ccc(C(=O)CSc2nnc(CN3CCCCC3)n2-c2ccc(F)cc2)cc1,-1,-1.1,-2,-1,-38,0.5,12,6,-10,-1
COc1ccc(S(=O)(=O)N2CCN(C(=O)[C@@H]3CCCN3C(=O)c3cccs3)CC2)cc1,-2,-1.0,-3,1,4,1.3,·,-1,4,1
CC(C)c1nc(N2CCCC2)c(C#N)c2c1CCCC2,-4,-1.7,-4,1,2,-0.8,3,8,-1,-6
O=C(c1ccc(F)cc1)N1CCN=C1c1ccccc1,-6,0.3,1,16,-21,3.1,-6,4,-11,-1
COc1ccc(CN(C(=O)Cc2cccs2)C(C(=O)NC2CCCC2)c2ccncc2)cc1 (centres undefined),-4,-3.4,-4,3,19,1.9,5,-23,-7,0
CC1CCCCN1S(=O)(=O)c1coc(C(N)=O)c1 (centres undefined),0,-0.4,2,7,14,2.9,5,-13,12,-3
Cc1c(Cl)cnc(NC(=O)COC(=O)c2cccc(S(=O)(=O)N3CCc4ccccc4C3)c2)c1Cl,-6,-0.2,0,1,-2,1.7,1,12,-6,-6
NC(=O)c1nc(C(=O)N2CCCCC2)c2ccccc2n1,3,0.9,-2,4,-19,-0.7,0,-1,8,-2
Cc1ccc(NC(=O)c2ccc(OC(=S)N3CCOCC3)cc2)cc1,0,-0.9,3,-4,-8,0.1,-2,2,11,-1
Cc1onc(-c2cccc(Cl)c2Cl)c1C(=O)O/N=C(\N)c1ccc([N+](=O)[O-])o1,-2,0.6,1,-2,-12,0.0,8,-1,1,-2
CC(=O)Nc1nc2ccc(S(=O)(=O)N3CCCCC3)cc2s1,0,-0.7,3,-3,12,0.5,1,-9,-10,1
S=C(NCc1ccccc1)NCc1ccccc1Cl,14,-1.2,2,0,-8,-0.5,6,0,3,0
CCOC(=S)SCC(=O)Nc1ncc(C)s1,-1,-3.6,-6,-2,·,2.0,47,-2,-14,1
CC(NC(=O)CCc1nnc(-c2ccc(-c3ccccc3)cc2)o1)c1nc2ccccc2[nH]1 (centres undefined),-3,-4.1,-8,-2,-28,-1.4,8,-3,-8,-1
C=CCOc1ccc(/C=C2\C(=N)N3N=C(S(=O)(=O)CC)SC3=NC2=O)cc1OC,-2,-4.6,-5,1,10,-0.1,4,-5,6,9
CC12c3ccccc3C(c3ccccc31)C1C(=O)N(c3ccncc3)C(=O)C12 (centres undefined),5,-1.4,-7,5,-21,-1.6,18,-14,-5,2
Cc1cccc(C)c1Nc1nnc(SCC(=O)c2ccc(Br)s2)s1,-2,-0.9,-1,5,-19,-1.2,-3,2,-5,1
Cc1c(NC(=O)COc2cccc(F)c2)c(=O)n(-c2ccccc2)n1C,11,-0.4,-3,-1,15,2.8,-8,-2,-8,0
CCN(C[C@H]1N[C@@](Cc2ccccc2)(C(=O)OC)[C@H]2C(=O)N(C)C(=O)[C@@H]12)S(=O)(=O)c1ccc(OC(F)(F)F)cc1,-1,-0.7,-4,1,18,2.6,-1,-8,0,-7
CC(C)Cc1cc(CN2CCCC(CO)(Cc3cccc(Cl)c3)C2)[nH]n1 (centres undefined),-3,-1.0,-8,3,-7,-1.1,-1,-2,-19,-2
COc1ccc(OCCCC(=O)Nc2cc(S(=O)(=O)N3CCCCC3)ccc2OC)cc1,7,-0.5,-1,1,-48,-1.0,17,-1,-6,-5
O=C(NC1CCCCC1)C(c1ccncc1)N(C(=O)c1ccco1)c1ccc(F)cc1 (centres undefined),-4,0.2,-2,0,12,0.0,-5,-12,-13,0
O=C(NCN1CCN(c2ccccn2)CC1)c1cnccn1,2,0.5,0,1,-1,-2.2,-3,8,2,2
O=C(NCCC(=O)N1CCN(c2ncccn2)CC1)c1ccccc1,-3,-0.8,0,1,5,0.3,-17,-1,-5,-2
CC1(NC(=O)CC(c2ccccc2)(c2ccccc2)c2ccccc2)CCN(Cc2ccc(-c3ccccc3)cc2)C1=O (centres undefined),1,-0.3,0,0,-47,-1.0,5,3,-4,-6
Cc1cc(C)cc(-n2c(C)nc3cc(C(=O)O)ccc32)c1,-3,0.4,2,-2,-2,-1.6,-1,0,3,-2
COc1ccc(/C=N/NC(=O)COc2ccccc2-c2ccccc2)cc1,-2,-2.2,4,-5,25,0.0,6,-9,-2,-1
COc1ccccc1NS(=O)(=O)c1ccc(C)c(C(=O)NCC(c2ccco2)N(C)C)c1 (centres undefined),-4,-0.7,-1,-1,9,0.0,2,-1,8,-1
CC(C)[C@H](NC(=O)[C@H](Cc1ccccc1)n1c(=O)[nH]c2ccccc2c1=O)C(=O)N1CCC[C@@H]1C(=O)O,4,-0.2,0,4,-7,-3.8,9,-9,-6,-1
CC1(C)Cc2c(cnn2-c2ccc(F)cc2)C(NC(=O)Cn2cncn2)C1 (centres undefined),4,0.8,-6,1,12,-0.5,-7,0,-2,-1
Cc1ccc(-n2ncc3c(NNC(=O)c4cccs4)ncnc32)cc1,-5,-3.0,-2,-4,8,1.3,1,0,3,4
Clc1cccc(-c2ccc(CNCc3ccccn3)o2)c1,6,0.1,-4,-5,5,0.9,2,-9,-1,-2
COCCNC(=O)c1cccc(OC2CCN(Cc3ccc(C(C)C)cc3)CC2)c1,0,-1.2,-2,-2,0,0.4,3,1,-9,0
COC(=O)C1=C(C(=O)c2ccc(C)cc2)C(c2ccc(O)c(OC)c2)n2nnnc2N1 (centres undefined),-1,-2.2,-4,-5,6,-0.9,8,0,0,-1
c1ccc(Cn2nnnc2CN2CCCC2)cc1,-3,-1.6,-3,0,18,1.0,2,-10,-2,-1
Cc1ccc2c(C)[nH]c(=O)cc2c1,2,·,-3,4,-6,1.2,6,2,1,0
O=C(C1CCC(CNc2nc(=S)[nH]c3ccccc23)CC1)N1CCN(c2ccc(F)cc2)CC1 (centres undefined),-2,-2.6,-6,9,-3,-1.7,5,6,-16,3
CCn1c(N2CCN(C(=S)Nc3ccc(OC)cc3)CC2)nc2ccccc21,-1,0.0,1,3,-49,1.0,·,-5,-3,1
CCCSc1nc2ccccc2n1CC(=O)O,2,0.1,-3,5,1,-0.5,1,-8,-7,2
CCCCN(CCCNC(=O)C1CCN(S(=O)(=O)N2CCOCC2)CC1)Cc1ccccc1,-1,-1.4,2,2,·,2.9,0,0,-5,-2
O=C(Cc1n[nH]c(=O)c2ccccc12)NCc1ccc(Cl)cc1,-4,0.3,-1,8,7,-2.1,-4,-7,1,2
Cc1ccc(N2CCN(C(=O)c3nn(C)c4c3CS(=O)(=O)c3ccccc3-4)CC2C)cc1 (centres undefined),-2,-3.6,3,-1,-34,1.9,2,-4,-1,1
Cc1nc(COC(=O)c2cc(O)c3ccccc3c2O)cs1,-1,-1.2,2,-3,·,1.8,38,-3,5,4
CCCC(=O)Nc1c(-c2ccc(C)cc2)c(=O)c2ccccc2n1C,0,-0.2,-1,6,10,-0.7,-1,-6,-5,0
O=C1OCCC1Sc1nc2ccccc2c(=O)n1-c1ccc(F)cc1 (centres undefined),·,-0.5,0,6,-4,1.8,3,2,7,0
CCCn1c(SCC(=O)Nc2nnc(C)s2)nnc1C1CC1,-2,-1.5,2,-4,·,0.3,12,1,-4,0
CCC(=O)N1c2ccc(S(=O)(=O)N3CCN(c4ccccc4Cl)CC3)cc2CC1C (centres undefined),-3,-3.0,0,1,-1,-0.2,-11,-11,3,-5
COc1ccc2nc3ccccc3nc2c1N,·,0.2,-5,9,-17,-1.6,3,-15,5,6
Cc1ccc(OCC(=O)Nc2ccncc2)cc1,-3,-2.0,7,4,10,0.2,8,-8,-1,-4
CC(=O)n1cc([C@H]2C=C(C(=O)N3CCN(Cc4ccccc4)CC3)O[C@@H](OCCCCO)C2)c2ccccc21,-4,-1.7,-8,-1,2,-1.3,-1,-6,7,0
O=C(NCc1cccc(Cl)c1)c1ccc2c(c1)OCCO2,-2,-0.6,-3,-5,0,1.2,0,-7,-1,0
Cc1cccc(N2N=C(C(=O)N3CC(=O)Nc4ccccc43)CCC2=O)c1,19,-0.1,3,5,12,0.6,2,-7,8,2

Three entries out of the list, ordered by length of the SMILES, largest number first.
Compound,CAL PDZ FP-1,CAL PDZ FP-2,Keap1 Nrf2 FP,RTF Ca sens act,SR-BI DiI-HDL act,LANA DNA inh,Rtt109 HAT inh,Cardiac RTF inh,PKA-R2B act,DAGLB inh
O=C(C1CCC(CNc2nc(=S)[nH]c3ccccc23)CC1)N1CCN(c2ccc(F)cc2)CC1 (centres undefined),-2,-2.6,-6,9,-3,-1.7,5,6,-16,3
CCn1c(N2CCN(C(=S)Nc3ccc(OC)cc3)CC2)nc2ccccc21,-1,0.0,1,3,-49,1.0,·,-5,-3,1
CCCC(=O)Nc1c(-c2ccc(C)cc2)c(=O)c2ccccc2n1C,0,-0.2,-1,6,10,-0.7,-1,-6,-5,0
